# LmPK inhibitor – qHTS Assay for Inhibitors of Leishmania Mexicana Pyruvate Kinase (LmPK). Q27686. purified LmPK, Kinase-Glo ATP luminescence, 1 h. Potency, µM (doses to about 57.5 µM), for the others: top-dose activity change, negative = inhibition, usual class: inhibitors. hit rate 0.37% among 290,000; note: potency is the fitted concentration of half-maximal effect; % is set by controls: 0 for no effect and ±100 for the full control effect
# Target sequence (Q27686 whole entry, looked up): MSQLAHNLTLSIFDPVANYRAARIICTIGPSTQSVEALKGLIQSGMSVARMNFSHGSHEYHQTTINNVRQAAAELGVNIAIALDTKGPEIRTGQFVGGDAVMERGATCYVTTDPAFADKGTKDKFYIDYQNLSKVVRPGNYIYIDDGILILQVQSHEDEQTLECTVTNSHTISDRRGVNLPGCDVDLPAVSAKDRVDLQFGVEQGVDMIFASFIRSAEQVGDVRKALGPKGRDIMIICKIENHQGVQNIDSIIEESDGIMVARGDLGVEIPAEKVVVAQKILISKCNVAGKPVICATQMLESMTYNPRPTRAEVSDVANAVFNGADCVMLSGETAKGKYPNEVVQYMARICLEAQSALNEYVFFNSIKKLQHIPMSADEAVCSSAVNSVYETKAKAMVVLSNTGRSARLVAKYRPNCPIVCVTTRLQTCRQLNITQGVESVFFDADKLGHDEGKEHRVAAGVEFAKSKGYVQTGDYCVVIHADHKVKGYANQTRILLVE
#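 ATP generated from ADP (0.1 mM) and PEP (0.5 mM) by 0.1 nM LmPK over 1 h at room temperature (pH 7.2 imidazole buffer) was detected by coupled luciferase luminescence. Values were normalized to uninhibited and no-enzyme wells.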
# AmpC inh no detg – qHTS Inhibitors of AmpC Beta-Lactamase (assay without detergent). P00811. AmpC nitrocefin hydrolysis, absorbance 480 nm, 0.0001% Triton. Potency, µM (highest dose often 57.1 µM), without a hit: at the highest dose activity change, negative = inhibition, hits mostly inhibitors. hit rate 0.52% among 330,000;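 note: potency is the fitted concentration of half-maximal effect; plate controls were no compound for no effect and no enzyme for full effect; nearly all actives have a fitted effect of over 20% in size; some results filed as inactive show a strong effect at the top dose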
# Target sequence (P00811 whole entry, looked up): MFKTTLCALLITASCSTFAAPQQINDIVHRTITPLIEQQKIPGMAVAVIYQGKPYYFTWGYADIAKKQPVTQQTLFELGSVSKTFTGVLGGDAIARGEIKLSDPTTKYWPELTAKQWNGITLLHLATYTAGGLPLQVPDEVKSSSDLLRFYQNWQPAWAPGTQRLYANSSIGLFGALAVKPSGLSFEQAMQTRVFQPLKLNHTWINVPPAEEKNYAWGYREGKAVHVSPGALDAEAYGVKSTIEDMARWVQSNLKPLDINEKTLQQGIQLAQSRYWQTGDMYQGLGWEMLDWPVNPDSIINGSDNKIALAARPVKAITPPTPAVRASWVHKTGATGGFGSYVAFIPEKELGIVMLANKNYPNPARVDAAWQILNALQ
#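 20 mM phosphate pH 7.0 + 0.01% (detergent screen) or 0.0001% Triton X-100; 5.3 nM AmpC reagent; cpd preinc 15 min RT; nitrocefin (800 uM stock) to start; A480 q20 s × 4 min; Activity was normalised to no-enzyme and no-compound control wells.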
# Pf growth 48h – Primary qHTS for delayed death inhibitors of the malarial parasite plastid, 48 hour incubation; P. falciparum luciferase growth in erythrocytes, 48 h; Potency, µM (titrated, usually from 28.7 µM), inactives show top-dose activity change, negative = inhibition, most hits filed as inhibitors; hit rate 5.9% among 310,000; AID 504832, 2011; note: potency is the fitted concentration of half-maximal effect; % is set by controls: 0 for no effect and ±100 for the full control effect
#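 Compounds are pin-transferred into medium, infected erythrocytes (2% hematocrit, 0.1% parasitemia final) are added, and plates sit one parasite generation at 37 C in 5% CO2. Detection reagent is then added and luminescence measured.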
# Shiga inhibitor – A qHTS for Small Molecule Inhibitors of Shiga Toxin; inhibition, % at 38.7 µM; hit rate 9.2% among 290,000; AID 2315, 2010; Vero cells, Shiga toxin protein synthesis inhibition reporter; in the data active = inhibition mostly above about 28%, no sharp cut-off; inactive = mostly below about 43%; note: 0% is about no effect
# Tb PYK inh – qHTS of Trypanosoma Brucei Inhibitors; pyruvate kinase (Trypanosoma brucei), Q57TT1; TbPYK enzyme, Kinase-Glo Plus ATP luminescence, 45 min; Potency, µM (series often up to 76.8 µM), without a hit: top-dose activity, negative = inhibition, most hits filed as inhibitors; hit rate 0.12% among 410,000; AID 624173, 2012; note: potency is the fitted concentration of half-maximal effect; % is set by controls: 0 for no effect and ±100 for the full control effect; nearly all actives have a fitted effect of over 50% in size
#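 Glycolytic pyruvate kinase of T. brucei was incubated with substrate, test compound and 130 uM ADP for 45 minutes at room temperature. Luminescent Kinase-Glo Plus signal was measured after 10 minutes.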
# Cycloheximide cs – Cycloheximide Counterscreen for Small Molecule Inhibitors of Shiga Toxin; cell reporter, cycloheximide protein synthesis inhibition counterscreen; hit rate 12% among 300,000; max response, %; AID 2314, 2010; in the data active = max response mostly above about 13%, no sharp cut-off; inactive = mostly below about 14%; note: read at 38.3 µM for the half of the compounds with a filed dose; 0% is about no effect
# Pf growth 96h – Primary qHTS for delayed death inhibitors of the malarial parasite plastid, 96 hour incubation. Potency, µM (highest dose often 28.7 µM), for the others: top-dose activity change, negative = inhibition, hits mostly inhibitors. AID 504834, 2011. hit rate 6.9% among 320,000. P. falciparum luciferase reporter growth, 96 h; note: potency is the fitted concentration of half-maximal effect; % is set by controls: 0 for no effect and ±100 for the full control effect
#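 Two-generation exposure (96 h) targets delayed-death phenotype. Reporter parasites carrying integrated firefly luciferase, in red cells at 2% hematocrit and 0.05% parasitemia final, kept at 37 C, 5% CO2; luminescence loss indicates inhibition.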
# The depositor's hits bear a star; ? = inconclusive; . = not tested or not shown; & = joins results of further samples; ! = a repeat was not active; [ ] = another dose, or the depositor's remark. Unless noted, calls come from the whole dose curve; as a rule, active = well fitted curve in the direction sought with a large enough effect; inconclusive = small, poorly fitted or top-dose-only effect, or another doubt; inactive = no such curve, though single readings can be large; an effect the other way counts as inactive or inconclusive.
SMILES,LmPK inhibitor,AmpC inh no detg,Pf growth 48h,Shiga inhibitor,Tb PYK inh,Cycloheximide cs,Pf growth 96h
COCC(C)n1c(SCc2ccc(C(=O)OC)cc2)nc2ccccc2c1=O (stereo not drawn),7.4%,53.5%,?,-6.0,1.4%,1.4,?
CC(NC(=O)c1ccc(Cn2cc([N+](=O)[O-])cn2)cc1)c1ccccc1 (stereo not drawn),3.5%,-30.7%,8.5%,-15.4,?,-4.1,-2.6%
CCOc1cccc(-c2nn(-c3ccccc3)cc2/C=C(/C#N)C(=O)NCCCn2ccnc2)c1,3.5%,349.7%[activator],2.62µM*,-1.4,1.3%,-2.4,?
COc1cccc(/C=N/n2c(C3CCCCC3)n[nH]c2=S)c1OC,0.3%,-34.5%,?,-0.4,5.62µM*,-1.3,?
CCN1CCN(Cc2cc(=O)oc3ccc(Cl)cc23)CC1,0.3%,-18.2%,15.1%,12.0,2.4%,1.4,-18.2%[5.75 µM]
NCCCC[C@@H]1NC(=O)[C@H](CCC(=O)O)NC(=O)c2cc([N+](=O)[O-])cc(I)c2OCC[C@@H](C(N)=O)NC1=O,1.0%,-5.6%,2.2%,-15.8,-14.5%,-5.1,-6.2%
COc1ccc(NC(=O)CCCNC(=O)Cn2cnc3sc4c(c3c2=O)CCCC4)c(OC)c1,-4.4%,1.9%,-13.4%,-9.2,0.2%,5.0,14.9%
CCN(CC(=O)Nc1c(F)cccc1F)C(=O)c1ccc(N2CCCCC2)c([N+](=O)[O-])c1,-5.0%,78.1%[activator],-8.0%,-14.0,0.7%,15.9,-37.8%
COc1cc(NC(=O)c2ccc3c(c2)C(=O)N(CCC(C)C)C3=O)c(C(=O)O)cc1OC,-5.4%,-17.7%,6.0%,-5.9,-1.4%,-2.4,-16.6%
CN(C)S(=O)(=O)c1cccc(NC(=O)c2cccc(S(=O)(=O)N3CCc4ccccc43)c2)c1,.,-40.3%,5.86µM*,.,0.6%,.,9.28µM*
CCCCOc1ccc(C(=O)N/C(=C/C=C/c2ccccc2)C(=O)NCCCO)cc1,2.4%,226.9%[activator],16.7%,-2.2,-2.8%,2.3,-5.5%
COc1cc(NC(=O)CSc2nc3[nH]c(=O)cc(O)c3s2)cc(OC)c1OC,.,-22.3%,-12.7%,.,-16.2%,.,11.1%
COc1ncc(C2=CC(=O)CC(C)(C)C2)cn1,.,-8.8%,21.9%,.,2.3%,.,61.4%[activator]
CC(C)(C)c1nnc(NC(=O)c2cccnc2)s1,-5.9%,-14.5%,32.8%[activator],27.8,6.9%,21.4*,74.2%[activator]
Cc1cccc(NC(=O)N2CCc3ccccc3C2)c1C,3.8%,-26.2%,-1.7%,39.4*,0.6%,29.0*,29.7%
Cc1nn(C(C)C)c(C)c1[C@@H]1C[C@H]2CN(Cc3cccc(Cl)c3)C(=O)[C@]23CCCN13,-0.2%,121.2%[activator],?,15.4,-7.1%,-1.7,?
O=C(NC1CCCCC1)N1CCN(c2ccc(Cl)cc2)CC1,-4.6%,18.7%,?,-9.4,-5.3%,6.0,1.85µM*
COc1cccc(N2CCCn3c2nc2c3c(=O)n(CCN3CCOCC3)c(=O)n2C)c1,-1.8%,0.1%,18.7%,2.2,.,-1.1,.
CCOC(=O)c1ccccc1C(=O)N1CCOCCOCCOCC1,0.1%,-20.1%,17.0%,-5.8,-1.4%,-3.4,?
Cc1cc2oc(=O)cc(CN3CCOCC3)c2c(C)c1Cl,0.6%,-12.4%,-3.9%,8.6,-0.2%,-5.4,0.7%
Cc1ccc2c(c1)N(CC(=O)N1CCCC1)C(=O)c1cccnc1O2,-0.2%,?,-9.3%,-8.9,-0.9%,-4.6,13.4%
CN1CCN(C(=O)CCN2C(=O)/C(=C\c3ccc(Cl)cc3)SC2=S)CC1,-7.9%,-6.5%,-7.4%,11.2,-4.4%,4.8,8.28µM*
CCOC(=O)C1CCN(c2ncnc3c2cnn3-c2ccc(OC)cc2)CC1,3.9%,93.8%[activator],42.6%[activator],-10.9,-2.4%,-1.1,0.0%
Cc1ccc(-c2cn(-c3ccccc3)c3[n+]2CCCS3)cc1,5.1%&2.6%,3.6%&-4.2%,1.04µM*,31.8&-5.8,0.0%&0.5%,-2.7&-3.0,0.37µM*!
Cc1cc(/C=C(\C#N)C(N)=O)c(C)n1-c1ccc(N2CCOCC2)c([N+](=O)[O-])c1,-2.4%,84.4%[activator],?,-13.3,-4.9%,-2.6,?
Cn1nnnc1SCC(=O)Nc1cc(C(F)(F)F)ccc1N1CCOCC1,5.6%,-2.2%[11.4 µM],6.5%,0.8,-22.4%,-3.1,-0.1%
CS(=O)(=O)N(CC(=O)N1CCCC1)Cc1ccc(F)cc1,-3.7%,-4.5%,42.1%[activator],-8.7,5.8%,-2.8,?
COc1ccc(C(=O)NC(C(=O)OCC(=O)Nc2sccc2C(N)=O)C(C)C)cc1 (stereo not drawn),.,-36.6%,11.7µM*,.,-1.8%,.,-14.8%
CCC(=O)NC1=C(NC(C)c2ccccc2)C(=O)c2ccccc2C1=O (stereo not drawn),-16.7%,-4.2%,.,43.3,-6.5%,16.0,0.928µM*
O=C(O)/C=C/C(=O)Nc1ccc2c(c1)NC(=O)CO2,4.9%,-27.5%,15.1%,10.6,0.7%,-3.1,46.4%[activator]

# Retrieved by compound from the entries so far:
SMILES,LmPK inhibitor,AmpC inh no detg,Pf growth 48h,Shiga inhibitor,Tb PYK inh,Cycloheximide cs,Pf growth 96h
Cc1cc(/C=C(\C#N)C(N)=O)c(C)n1-c1ccc(N2CCOCC2)c([N+](=O)[O-])c1,-2.4%,84.4%[activator],?,-13.3,-4.9%,-2.6,?
O=C(NC1CCCCC1)N1CCN(c2ccc(Cl)cc2)CC1,-4.6%,18.7%,?,-9.4,-5.3%,6.0,1.85µM*
CN1CCN(C(=O)CCN2C(=O)/C(=C\c3ccc(Cl)cc3)SC2=S)CC1,-7.9%,-6.5%,-7.4%,11.2,-4.4%,4.8,8.28µM*

# Additional records
SMILES,LmPK inhibitor,AmpC inh no detg,Pf growth 48h,Shiga inhibitor,Tb PYK inh,Cycloheximide cs,Pf growth 96h
Cc1ccc(NC(=O)CCC(=O)c2cccs2)c(O)c1,-1.2%,-39.2%,61.4%[activator],74.3*,2.4%,65.7*,90.3%[activator]
OCCN1CCN(CCCc2c3c(cc4c2CCC4)CCC3)CC1,5.3%,9.2%,11.7µM*,-21.5,3.8%,-2.4,11.7µM*
Cc1cccc(N2CCN(C(=O)c3ccc(NC(=O)C4CCCO4)cc3)CC2C)c1 (stereo not drawn),-7.3%,52.1%,?,-9.8,2.2%,-5.5,25.6%
O=C(C1COc2ccccc2O1)N1CCc2ccccc21 (stereo not drawn),1.9%,-20.1%,53.6%[activator],67.4*,2.2%,67.7*,33.5%[activator]
Cc1nc(NS(=O)(=O)c2ccccc2)sc1C(=O)N/N=C/c1ccccc1,0.8%,-41.6%,19.0%,-0.9,-0.8%,4.5,-1.7%
O=C(O)c1ccc(N=C2NC(=O)C(CO)(CO)S2)cc1,-4.0%,-3.9%,-0.8%,8.1,-4.9%,-2.8,?
Cn1c(Cn2c(=O)sc3ccccc32)nnc1SCC(=O)Nc1ccc(F)cc1,4.1%,-13.7%,-1.2%,-4.1,-11.3%,3.9,?
CCn1c(Cn2nnc(-c3ccccc3)n2)nnc1SCC(=O)Nc1cccc(C(C)=O)c1,15.6%,23.1%,.,-12.0,-3.3%,-2.6,-5.5%
COc1cccc(C2CC(c3c(Cl)cccc3Cl)n3nc(N)nc3N2)c1 (stereo not drawn),0.4%,5.62µM*,?,-8.4,-3.1%,-1.8,13.1µM*
O=C(COc1ccc(S(=O)(=O)N2CCCCC2)cc1)N1CCCC1,-0.3%,-0.9%,?,-5.5,-1.8%,0.3,67.7%[activator]
Cc1ccc(-c2cn3nc(C)c(C)nc3n2)cc1,?,-22.8%,-1.7%,31.9*,-12.1%,23.8*,?
Cc1nonc1NC(=O)CSc1ccc(-c2ccccc2)nn1,-6.8%,-30.9%,14.5%,-2.3,-1.0%,3.3,.
O=C(COC(=O)CCc1ccccc1)Nc1cc(S(=O)(=O)N2CCOCC2)ccc1N1CCCC1,8.5%,67.1%[activator],?,4.4,-2.7%,7.9,0.0%
COc1ccc(CCNC(=O)Cn2c(=O)oc3ccccc32)cc1OC,-0.4%,-10.1%,41.0%[activator],36.1,-7.5%,-1.0,-4.6%
CCCCSC1=N/C(=C/c2ccsc2)C(=O)N1c1ccccc1,2.0%,-32.8%,?,1.6,6.3%,-1.6,-2.4%
Cc1ccc(C(=O)Nc2cccnc2)cc1S(=O)(=O)N1CCCC1,1.6%,-12.1%,?,30.7,1.5%,19.5*,?
CCOC(=O)C(NC=O)(NC(C)(C)C)C(=O)OCC,0.9%,-1.8%,4.3%,-2.1,-14.0%,1.5,15.0%
Nc1ncnc2sc3c(c12)CCNC3,-3.4%,0.2%,.,-7.4,5.1%,-3.3,-14.5%
Fc1ccccc1-c1nc(NCCCN2CCOCC2)c2ccccc2n1,-4.1%,-12.7%,?,-12.6,-0.7%,-5.3,?
Cc1cc(C)n(/C(=C/N(C)C)C(=O)c2ccccc2)n1,-4.0%,-17.9%,?,16.1,1.0%,-1.7,4.1%
Cc1ccccc1NS(=O)(=O)c1cccc2nonc12,3.0%,-22.2%,7.8%,-12.3,3.6%,-1.6,247.1%[activator]
COc1ccc2c(c1)C1=NN(/C(C)=C/C(C)=O)C(c3cccc(F)c3)C1CC2 (stereo not drawn),1.5%,-6.7%,?,3.6,-15.3%,0.7,?
CCC/C(=N/NC(=O)c1ccccc1Cl)c1ccccc1,-0.1%,-13.7%,10.7%,20.4,0.2%,24.5,-14.1%
CCN(C(=O)COc1cccc2cccnc12)C1CCS(=O)(=O)C1 (stereo not drawn),1.8%,-4.9%[11.4 µM],20.4%,-2.5,-8.8%,0.7,10.3%
Cc1ccc(S(=O)(=O)N2CN(CC3CCCO3)c3nc4ccccc4nc32)c(C)c1 (stereo not drawn),-7.5%,45.8%,-15.6%,-6.5,-3.5%,-10.1,?
COc1ccccc1NC(=O)CN(Cc1ccco1)C(=O)c1cccs1,-2.6%,-26.9%,-11.2%,-7.4,.,13.5,0.0%

# Only Tb PYK inh, for 4 of the compounds above:
SMILES | Tb PYK inh
Cc1ccccc1NS(=O)(=O)c1cccc2nonc12 | 3.6%
COc1ccc2c(c1)C1=NN(/C(C)=C/C(C)=O)C(c3cccc(F)c3)C1CC2 (stereo not drawn) | -15.3%
CCC/C(=N/NC(=O)c1ccccc1Cl)c1ccccc1 | 0.2%
CCN(C(=O)COc1cccc2cccnc12)C1CCS(=O)(=O)C1 (stereo not drawn) | -8.8%

# Compound activity (PubChem BioAssay)
